High-throughput results as filed in PubChem BioAssay.
CHRM1 agonist = human M1 muscarinic receptor agonists, primary screen, Fluo-8 calcium fluorescence, CHO-K1 cells, HTS. CHO-K1 hM1, agonist mode; 0% DMSO, 100% acetylcholine EC100. activation, % at 3 µM. 360,000 compounds, 0.33% hits. AID 588814, 2011;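 active means activation above the run's mean compound activation plus 3 SD, cut at about 16% in these data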;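 further: peak over basal fluorescence ratio within a 140 s kinetic read after compound addition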
Target sequence (P11229 whole entry, looked up): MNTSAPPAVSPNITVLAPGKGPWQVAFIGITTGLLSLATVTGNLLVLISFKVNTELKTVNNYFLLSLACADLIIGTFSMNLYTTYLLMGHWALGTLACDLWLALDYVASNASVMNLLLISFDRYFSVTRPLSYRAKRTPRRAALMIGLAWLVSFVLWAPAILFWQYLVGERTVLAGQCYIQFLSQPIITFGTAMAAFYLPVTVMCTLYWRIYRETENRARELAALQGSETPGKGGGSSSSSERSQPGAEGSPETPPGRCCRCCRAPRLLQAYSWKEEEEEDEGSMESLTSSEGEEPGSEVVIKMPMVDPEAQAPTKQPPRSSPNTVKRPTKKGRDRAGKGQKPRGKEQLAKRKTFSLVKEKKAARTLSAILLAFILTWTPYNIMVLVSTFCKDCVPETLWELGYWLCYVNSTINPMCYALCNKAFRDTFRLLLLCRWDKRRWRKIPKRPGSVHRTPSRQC
M1 antag = human M1 muscarinic receptor antagonists, primary screen, CHO-K1 cells, Fluo-8 calcium fluorescence, 1536-well. CHO-K1 hM1, ACh EC80 antagonist. AID 588852, 2011. inhibition, % at 3 µM. 360,000 compounds, 1.3% hits;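 active means percent inhibition above its own plate's cutoff, namely the mean of that plate's compound wells plus 3 SD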;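 further: peak over basal fluorescence ratio during 140 s after agonist addition; 0% = ACh EC80 plus DMSO and 100% = DMSO alone without agonist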
M4 antag = human M4 muscarinic receptor antagonists, primary screen, CHO cells, Fluo-8 calcium fluorescence. 360,000 compounds, 0.73% hits. AID 624125, 2012. CHO-hM4 cells, ACh EC80. inhibition, % at 3 µM. Muscarinic acetylcholine receptor M4 (Homo sapiens), P08173;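 active means inhibition above its plate's cutoff, the mean inhibition of sample wells plus 3 SD, cut at about 27% in these data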;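 further: 0% = acetylcholine EC80 with DMSO and 100% = DMSO without agonist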
CHRM5 agonist = human M5 muscarinic receptor agonists, primary screen, CHO-K1 cells, Fluo-8 calcium fluorescence | activation, % at 3 µM | CHO-K1 hM5 cells; 0% DMSO wells, 100% maximal acetylcholine response | Muscarinic acetylcholine receptor M5 (Homo sapiens), P08912 | 360,000 compounds, 0.19% hits;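 active means activation above the run's mean over test compounds plus 3 SD, cut at about 23% in these data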;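 further: signal is peak over basal fluorescence ratio across the kinetic read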
CHRM1 PAM = human M1 muscarinic receptor positive allosteric modulators, primary screen, CHO-K1 cells, Fluo-8 calcium fluorescence, 1536-well | 360,000 compounds, 0.088% hits | CHO-K1 hM1, ACh EC20; 0% = ACh EC20, 100% = maximal ACh | AID 588819, 2011 | activation, % at 3 µM | Muscarinic acetylcholine receptor M1 (Homo sapiens), P11229; in the data active means activation above about 19%, passing the limit was not always enough
TAAR1 ag = human TAAR1 agonists, primary screen, Fluo-8 calcium fluorescence, CHO RD-HGA16 cells | Trace amine-associated receptor 1 (Homo sapiens), Q96RJ0 | vehicle wells 0%, saturating PEA agonist 100% | activation, % at 3 µM | 360,000 compounds, 0.99% hits | AID 624467, 2012;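 active means activation above the mean activation of all test compounds in the run plus 3 SD, cut at about 38% in these data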
Target sequence (Q96RJ0 whole entry, looked up): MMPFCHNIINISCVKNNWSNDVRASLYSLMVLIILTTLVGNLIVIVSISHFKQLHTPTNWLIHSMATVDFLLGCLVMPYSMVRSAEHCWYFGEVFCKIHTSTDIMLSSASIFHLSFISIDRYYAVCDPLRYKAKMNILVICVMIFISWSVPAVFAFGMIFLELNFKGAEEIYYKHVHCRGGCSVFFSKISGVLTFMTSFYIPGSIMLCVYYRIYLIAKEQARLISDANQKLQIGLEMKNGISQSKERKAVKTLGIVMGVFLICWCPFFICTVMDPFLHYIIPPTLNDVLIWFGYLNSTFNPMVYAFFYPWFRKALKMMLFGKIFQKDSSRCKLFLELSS
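System: CHO-derived RD-HGA16 cells with stable Gα16 and human TAAR1 / Times: 17-24 h plating, Fluo-8 75 min 37 °C, 30 min RT / Technique: calcium-sensitive Fluo-8 signal, excitation 470-495, emission 515-575 nm / Measure: % activation relative to PEA EC100 response / Benchmarks: DMSO and PEA EC100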
CHRM4 agonist = human M4 muscarinic receptor agonists, primary screen, CHO-K1 cells, Fluo-8 calcium fluorescence; 360,000 compounds, 0.14% hits; CHO-K1 hM4/Gqi5; vehicle 0%, full acetylcholine response 100%; AID 624127, 2012; activation, % at 3 µM;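 active means activation above the run mean over all test wells plus 3 SD, cut at about 32% in these data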;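 further: peak over basal fluorescence ratio per well then scaled between controls; 0% = DMSO wells and 100% = acetylcholine at EC100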
CHRM5 antagonist = human M5 muscarinic receptor antagonists, primary screen, CHO cells, Fluo-8 calcium fluorescence; Muscarinic acetylcholine receptor M5 (Homo sapiens), P08912; 360,000 compounds, 0.59% hits; AID 624040, 2012; CHO-hM5 cells, ACh EC80; inhibition, % at 3 µM;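 active means inhibition above a per-plate cutoff, the mean of that plate's test compounds plus 3 SD, cut at about 27% in these data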;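 further: 0% = acetylcholine EC80 with DMSO and 100% = DMSO without agonist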
M5 PAM = human M5 muscarinic receptor positive allosteric modulators, primary screen, CHO-K1 cells, Fluo-8 calcium fluorescence. activation, % at 3 µM. 360,000 compounds, 0.3% hits. Muscarinic acetylcholine receptor M5 (Homo sapiens), P08912. CHO-K1 hM5, ACh EC20 PAM; 0% = ACh EC20, 100% = ACh EC100;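 active means activation above the run cutoff, the mean activation of all test compounds plus 3 SD, cut at about 18% in these data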
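Measured by: Fluo-8 calcium fluorescence; material: human M5 receptor in CHO-K1 cells; schedule: Post-acetylcholine fluorescence recording 140 s; benchmarks: low control EC20 acetylcholine (0%), high control EC100 acetylcholine (100%); read-out: Max/basal fluorescence ratio as % of EC20–EC100 ACh window; compound: single dose, 3 µM nominal final test concentration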
Numbers without * were called inactive.

SMILES | CHRM1 agonist | M1 antag | M4 antag | CHRM5 agonist | CHRM1 PAM | TAAR1 ag | CHRM4 agonist | CHRM5 antagonist | M5 PAM
CCN(CC(O)Cn1c2ccccc2c2ccccc21)S(=O)(=O)c1ccc(C)cc1 (stereo not drawn) | -2 | -10 | 4 | -13 | 5 | 9 | -1 | 1 | -16
COc1ccc(N2CCN(CCNC(=O)CCCn3c(=O)[nH]c4cc(Cl)ccc4c3=O)CC2)cc1 | -4 | -6 | -2 | -4 | 1 | 3 | 1 | 0 | 3
O=C(O)c1ccccc1C(=O)c1cccc2ccccc12 | -8 | -9 | -8 | -4 | 10 | 0 | -2 | 2 | 2
CC(OC(=O)c1ccc(OCC2CCCO2)cc1)C(=O)N(C)Cc1ccccc1 (stereo not drawn) | -2 | 0 | 9 | 3 | 3 | 3 | 5 | 16 | -6
Cc1csc(NC(=O)c2cc3c(s2)CCC3)n1 | -4 | 1 | 10 | 3 | 3 | -3 | 1 | 2 | -4
CCOC(=O)c1c(S(=O)(=O)NCc2cccs2)c(C)n(C)c1C | -4 | -10 | -4 | -1 | 11 | 6 | 0 | 0 | 4
O=C(N/N=C/c1cc([N+](=O)[O-])ccc1O)C1CCCCC1 | 1 | -5 | 0 | -1 | 9 | 1 | 1 | -5 | 1
COc1ccc2nc(NC(=O)CSC3=NCCS3)sc2c1 | 0 | -5 | 1 | 3 | 3 | -2 | 3 | -3 | 2
Cc1ccccc1NC(=O)C(=O)NCCCN1CCOCC1 | -4 | 5 | -5 | -2 | -2 | 2 | 2 | 12 | -6
Cc1cc(NC(=O)COC(=O)C2CCN(C(=O)c3ccc(Cl)cc3)CC2)no1 | -2 | -3 | -4 | -1 | 3 | 5 | 1 | 4 | -5
CCCc1c(C)[nH]c2ccc(NC(C)=O)cc2c1=O | -6 | 1 | -16 | 0 | -7 | 2 | 0 | -9 | 1
Cc1cccc(N2C(=O)CC(N3CCN(c4cccc(C(F)(F)F)c4)CC3)C2=O)c1 (stereo not drawn) | -5 | -7 | -4 | 0 | 9 | 4 | 1 | -2 | -2
COCCN(C(=O)c1ccco1)C(C(=O)NC1CCCC1)c1cccs1 (stereo not drawn) | -3 | -2 | 0 | 0 | 3 | 14 | 0 | -2 | -3
CCOC(=O)CSc1nc(C2CC2)cc(-c2ccc(Cl)cc2)c1C#N | -8 | -6 | 9 | -3 | 1 | 7 | -1 | 5 | 0
Cc1cccc(C)c1NC(=O)CNC(=O)Cc1ccccc1[N+](=O)[O-] | -2 | -2 | -3 | -4 | 3 | -2 | 1 | 10 | -3
CN(C)c1ccc(C2N3CC4(C)CN2CC(C)(C3)C4O)cc1 (stereo not drawn) | 5 | -6 | -29 | -1 | 13 | 1 | 1 | -10 | 1
Cc1cccc(-n2c(=O)c3ccccc3n3c(=S)[nH]nc23)c1C | 0 | -12 | 1 | -3 | 15 | 0 | 0 | 3 | 9
CNC[C@H]1Oc2c(NS(=O)(=O)c3ccc(OC)cc3)cccc2C(=O)N([C@H](C)CO)C[C@@H]1C | -2 | -1 | -11 | 1 | 4 | 1 | 0 | -2 | 4
CCn1cc(C(=O)NCCc2ccc(OC)c(OC)c2)c(=O)c2cc(S(=O)(=O)N3CCOCC3)ccc21 | -1 | -2 | -10 | 8 | -1 | 5 | 11 | -3 | -4
Cc1ccc(CN(c2ccc(C(=O)N3CCCC3)cc2)S(C)(=O)=O)cc1 | -2 | -5 | -9 | 4 | 8 | 5 | 3 | -2 | 2
COc1cccc(NC(=O)C2CC(=O)N(Cc3ccco3)C2)c1 (stereo not drawn) | 1 | -9 | -6 | 0 | 8 | 3 | 2 | -5 | 2
CCCCCCN1C[C@H](O)[C@@H](n2cc(C3CC3)nn2)C[C@@H]1c1ccc(OC)cc1 | -7 | 0 | -30 | 0 | 0 | 3 | 6 | -8 | 2
COc1ccc(OC)c(S(=O)(=O)N2CCN(C34CC5CC(CC(C5)C3)C4)CC2)c1 | -6 | 48* | 24 | -3 | -20 | 18 | 2 | 7 | 6
O=C(CNc1ccc2ccccc2c1)N/N=C/c1ccccn1 | -2 | -5 | -6 | -1 | 3 | 6 | 2 | 1 | 0
O=C(Nc1cccc(Cl)c1)N1CCSc2cc(Cl)ccc21 | -5 | 7 | 0 | -1 | -5 | 1 | 5 | 11 | -5

Exported in CSV form: 6 of the compounds above.
mol,CHRM1 agonist,M1 antag,M4 antag,CHRM5 agonist,CHRM1 PAM,TAAR1 ag,CHRM4 agonist,CHRM5 antagonist,M5 PAM
COc1ccc(OC)c(S(=O)(=O)N2CCN(C34CC5CC(CC(C5)C3)C4)CC2)c1,-6,48*,24,-3,-20,18,2,7,6
Cc1cccc(N2C(=O)CC(N3CCN(c4cccc(C(F)(F)F)c4)CC3)C2=O)c1 (stereo not drawn),-5,-7,-4,0,9,4,1,-2,-2
Cc1cccc(C)c1NC(=O)CNC(=O)Cc1ccccc1[N+](=O)[O-],-2,-2,-3,-4,3,-2,1,10,-3
COCCN(C(=O)c1ccco1)C(C(=O)NC1CCCC1)c1cccs1 (stereo not drawn),-3,-2,0,0,3,14,0,-2,-3
CC(OC(=O)c1ccc(OCC2CCCO2)cc1)C(=O)N(C)Cc1ccccc1 (stereo not drawn),-2,0,9,3,3,3,5,16,-6
O=C(O)c1ccccc1C(=O)c1cccc2ccccc12,-8,-9,-8,-4,10,0,-2,2,2

(next part)
SMILES | CHRM1 agonist | M1 antag | M4 antag | CHRM5 agonist | CHRM1 PAM | TAAR1 ag | CHRM4 agonist | CHRM5 antagonist | M5 PAM
CC(C)n1nc(C(=O)NCCCN2CCCC2=O)c2ccccc2c1=O | -2 | 2 | 4 | 0 | 0 | 2 | 1 | 3 | 0
COc1ccccc1-c1oc2ccccc2c1-c1ccc2cc[nH]c2c1 | 1 | -7 | -11 | -1 | 10 | 3 | 0 | 9 | 2
CCNc1oc(-c2ccc(OC)cc2)nc1S(=O)(=O)c1ccc(Br)cc1 | -4 | -3 | 0 | 1 | 8 | 0 | 0 | 2 | 0
O=C(NCc1ccccc1)c1onc(CSc2ccncc2)c1C(=O)NCc1ccccc1 | 0 | 1 | -1 | 6 | 1 | 9 | 9 | 0 | 5
COc1cccc(CN(C)C(=O)/C=C/c2ccc(S(=O)(=O)N3CCCCCC3)cc2)c1 | -4 | 7 | 5 | 0 | -2 | 1 | 8 | 10 | -8
CCN1C(=O)[C@H]2[C@@H](c3ccc(C)cc3)N[C@]3(CCCN(Cc4ccc(F)cc4)C3=O)[C@H]2C1=O | -5 | -9 | 5 | -1 | -1 | -1 | 1 | -1 | 5
O=C(CN1CCOCC1)Nc1ncc(Cc2cccc(Cl)c2Cl)s1 | -2 | -4 | -10 | 7 | 11 | 36 | 28 | 3 | -1
COc1cccc(C(=O)OCCN2CCCCC2)c1 | -8 | -36 | 1 | -7 | -2 | 6 | 1 | 30* | 2
CCOc1cc(C(=O)NC(C)CCc2ccccc2)cc(OCC)c1OCC (stereo not drawn) | -3 | -12 | -10 | -1 | 4 | 1 | 0 | -15 | 6
CCCCNc1cc(=O)n(C)c(=O)n1C | -2 | -9 | 10 | 1 | 8 | 2 | 1 | -3 | -1
O=C(CN1CCS(=O)(=O)CC1)NNC(=O)C1CCCCC1 | -4 | -4 | -1 | -1 | -2 | 0 | 1 | 9 | -1
COc1ccc(CC(=O)Nc2cccc(-c3nnc(-c4cccc(C)c4)o3)c2)cc1OC | 5 | 38* | 21 | 7 | -15 | 22 | 21 | 36* | -25
CCC(CC)NC(=O)COc1ccc(OC)cc1C=O | -4 | -8 | -3 | -1 | 7 | 13 | 1 | 2 | 9
COc1ccc(S(=O)(=O)N2CCCCC2)cc1NC(=O)CN(Cc1ccco1)Cc1ccco1 | 7 | 44* | 27* | -3 | -20 | 17 | 20 | 43* | -44
CCOC(=O)N1CCN(C(=O)c2ccc3c(c2)NC(=O)/C(=C\c2ccc(OC)c(OC)c2)S3)CC1 | -14 | 52* | 3 | -5 | -41 | 9 | 4 | 12 | -2
CCOCCCNC(=O)c1ccc2c(c1)ncn2-c1cccc(C)c1 | 0 | 15 | 4 | -5 | -6 | 0 | 3 | 5 | -11
C/C(CC(=O)Nc1ccc(F)cc1)=N\NC(=O)Cc1csc(N)n1 | -7 | 5 | -9 | -1 | -1 | 4 | 1 | -2 | -3
CCCNC(=O)Cc1c(C)oc2ccccc12 | -5 | -12 | 9 | -1 | 7 | 1 | 0 | -1 | 6
COc1ccc(CNC(=O)COC(=O)/C=C/c2ccco2)cc1 | -6 | -11 | -7 | -2 | 8 | 0 | 1 | 0 | -7
COCCNC(=O)c1onc(CSc2ccccc2)c1C(=O)O | -2 | 5 | -4 | 2 | 0 | 8 | 0 | 15 | -4
O=C(CCCCCn1c(=S)[nH]c2ccc(N3CCOCC3)cc2c1=O)NCc1ccccc1 | -2 | -2 | -9 | -2 | 5 | 4 | 1 | 1 | 0
C/C(=N\N=c1/sc2ccccc2n1C)c1ccc(N2CCOCC2)cc1 | -11 | 1 | 9 | 1 | 13 | 17 | 0 | -6 | 4
COc1ccc(C2C(C(C)=O)=C(O)C(=O)N2c2ccc(F)cc2)cc1 (stereo not drawn) | 2 | 3 | -5 | 0 | 8 | 5 | 0 | -1 | -4
COc1ccccc1CNC(=O)CCNC(=O)Cn1cnc2ccccc2c1=O | -1 | 14 | 3 | -5 | -5 | 4 | 0 | 4 | -1
O=C(O)CC(C(=O)O)c1ccc(OCCCCOc2ccc(C(CC(=O)O)C(=O)O)cc2)cc1 (stereo not drawn) | 0 | -11 | -3 | 0 | 7 | 3 | 0 | 1 | 2
COc1ccc(NC(=O)CC2C(=O)N(Cc3cccs3)C(=S)N2C(C)C)cc1 (stereo not drawn) | 1 | -5 | -1 | 7 | 6 | 8 | 19 | 8 | -6
Cc1cc(/C=N/NC(=O)c2c(Br)cnn2C)c(C)n1-c1cccc(Br)c1 | -11 | 14 | 5 | -6 | -10 | 1 | 2 | 3 | -2
Cc1ccc(-c2nc3ccccn3c2C=O)cc1 | -4 | -11 | -1 | -2 | 7 | 14 | 1 | 5 | -5
COc1ccc(C2=NN(C(=O)COc3ncnc4ccccc34)C(c3ccco3)C2)cc1 (stereo not drawn) | -15 | -6 | -7 | -2 | 9 | 1 | 1 | -6 | 5

This is a subset; the hit share may differ from the screen's.
